Assay outcomes as filed in PubChem.
Lipid storage S3 = qHTS Assay for Lipid Storage Modulators in Drosophila S3 Cells; Drosophila S3 cells, BODIPY lipid droplet fluorescence, 18-24 h; cells fed with added oleic acid; lipid storage change, negative = inhibition, % at the top dose, mostly 46.1 µM; hits show Potency in µM; 0.64% of 320,000 active; AID 2685; active means well fitted inhibition curve with a large enough effect in the signal ratio, with a control signal flat, not every such curve was filed as active; inconclusive means small, poorly fitted or top-dose-only effect, or effect the other way, or a change in a side signal; the % refers to the signal ratio
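Drosophila S3 cells loaded with oleic acid (400 uM, as added) and compounds at several concentrations; lipid droplets imaged by 488-nm laser-scanning cytometry, 500–530 nm intensity and object ratio to cell channel. Percent activity normalized to 20 uM Triacsin C.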
Lipid storage S3 cell count max = second read-out of Lipid storage S3, no call of its own (marks repeat the call); cell number change, %; measured here: cell count max response;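 cells counted by Cell Tracker Red CMTPX staining in the red channel; peak over a dose series mostly up to 46.1 µM; percent activity relative to internal control wells on each plate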
* hit, by the source's call; i = inactive; u = inconclusive; x = not tested or not shown; & = joins results of further samples; [ ] = another dose, or the depositor's remark. On the % scale 0 is the no-effect control and ±100 the full control effect; potency means the concentration at half of the fitted maximal effect.

SMILES | Lipid storage S3 | Lipid storage S3 cell count max
CC(C)NC(=O)CSc1nnc(-c2ccc(S(=O)(=O)N3CCCC3)cc2)n1CC1CCCO1 (stereo not given) | u | x
CCOc1cc(NC(=O)c2ccco2)c(OCC)cc1NC(=O)Cc1ccc(OC)c(OC)c1 | u | x
CCOC(=O)CSc1nc(COc2ccccc2)nc2ccccc12 | i | -9
Cc1nn(-c2ccccc2)c(N2CCCC2)c1/C=N/n1cnc2scc(-c3ccccc3)c2c1=O | u | x
C/C(CCC1CC(C)OC1=O)=N/Nc1nc(-c2ccccc2)cs1 (stereo not given) | u | x
C(=N\N1CCOCC1)/c1nc(-c2ccccc2)n2ccccc12 | 10% | 5
CCOC(=O)c1c(C)nc(-c2ccccc2)nc1N | i | 2
COc1nc(-c2ccccc2)ccc1-c1noc(-c2cccnc2)n1 | u | x
CCCCn1c(N)c(N(CCOC)C(=O)C2CCN(S(=O)(=O)c3ccc(C)c(C)c3)CC2)c(=O)[nH]c1=O | i | -25
COc1ccccc1CNC(=O)c1cc2ccccc2o1 | u | x
CCOC(=O)c1ccc(N2Cc3ccccc3C2=NC(=O)c2cccs2)cc1 | -4% | -2
COc1cc(/C=C2\NC(=O)NC2=O)cc(Br)c1OC | i | 8
O=C1CCC(=O)O1 | 17% | 26
CC1CCC(Nc2nnnn2-c2ccccc2)CC1 (stereo not given) | u | x
O=C(CCCN1CCC(O)(c2ccc(Cl)cc2)CC1)c1ccc(F)cc1 | 4%&3% | 11&6

Next part, starting with the last 2 of the part before.
SMILES | Lipid storage S3 | Lipid storage S3 cell count max
CC1CCC(Nc2nnnn2-c2ccccc2)CC1 (stereo not given) | u | x
O=C(CCCN1CCC(O)(c2ccc(Cl)cc2)CC1)c1ccc(F)cc1 | 4%&3% | 11&6
COc1ccc(-n2c(=S)[nH]c3ccccc3c2=S)cc1 | -25% | 8
CCOc1cc(/C=C/c2nc3ccccc3c(=O)[nH]2)ccc1O | 5% | 9
CC(=O)c1cnc(Nc2ccccc2)s1 | u | x
CCCC(=O)Nc1cc(-c2nc3ncccc3o2)ccc1C | 7% | -1
CCOC(=O)c1cnc2ccc(OC)cc2c1Nc1ccc2c(c1)OCCO2 | u | x
COc1ccc(C(=O)Cn2nnc(-c3ccccc3NC(=O)C(F)(F)F)n2)cc1 | i | x
O=C(C[n+]1ccccc1)c1ccc(-c2ccccc2)cc1 | 1% | -9
S=C(NCCCN1CCOCC1)N(Cc1ccccc1)Cc1ccccc1 | u | x
O=C(COc1ccccc1)NC(NC(=S)Nc1ccccc1C(=O)O)C(Cl)(Cl)Cl (stereo not given) | 1% | -5
CCCn1c(CCC(=O)O)ccc1-c1cccs1 | 1% | -21
C=CCNC(=O)COC(=O)CCC(=O)c1cccs1 | u | x
O=C(Nc1ccc2sccc2c1)c1cccc(N2C(=O)CCC2=O)c1 | u | x
Cc1ccc(/C(O)=C2\C(=O)C(=O)N(C)C2c2ccc(Br)cc2)cc1 (stereo not given) | u | x
Cc1cccc(-n2nnc(C(=O)NCc3ccccc3)c2N)c1 | -1% | -22
CCCCOc1ccc(-c2nnn(CC(=O)NCCc3c[nH]c4ccccc34)n2)cc1 | u | x
O=C(c1ccco1)N1CCN(C(=O)c2cccc3c2C(=O)N(Cc2cccnc2)C3)CC1 | 7% | x
O=C(NCc1ccc(Cl)cc1)c1ncn[nH]1 | u | x
S=C(NCc1ccccc1Cl)NC1CCCC1 | 4% | 4
Cc1ccc(CCNS(=O)(=O)c2ccc3c(c2)NC(=O)C(C)C(=O)N3)cc1 (stereo not given) | u | x
Nc1ncnc(Nc2cccc(F)c2)n1 | -3% | 11
Cc1cc(C(=O)Cn2nc(C(=O)O)c3ccccc3c2=O)c(C)n1-c1ccc(F)cc1 | u | x
Cc1ccc(NS(=O)(=O)c2ccc3c(c2)NC(=O)CCS3)c(Br)c1 | i | -6
COC(=O)C(NC(=O)c1ccco1)(Nc1nc(C2CC2)cs1)C(F)(F)F (stereo not given) | i | 11
CCCCn1c(SCC(=O)N2CCCC2=O)nc2cc(S(N)(=O)=O)ccc21 | -11% | -12
Cc1ccc2cc(C)c(SCC#N)nc2c1 | u | x
CCOc1ccccc1NC(=O)C1=C(C)NC(=O)NC1c1cccc(OC)c1OC (stereo not given) | u | x
CCCN1C(=O)/C(=C/c2c(NCCCOC(C)C)nc3c(C)cccn3c2=O)SC1=S | u | x
COCCn1c(CN2CCN(C)CC2)nc2c1c(=O)n(C)c(=O)n2C | u | x
COc1cccc(/C=C2\Oc3cc(OCC(=O)N4CCCC4)ccc3C2=O)c1OC | u | x
O=C(CC1C(=O)NCCN1CC1CCCCC1)NCc1cc(F)ccc1F (stereo not given) | -1% | -3
Cc1ccc(C(=O)NC2CCS(=O)(=O)C2)cc1S(=O)(=O)N1CCCC1 (stereo not given) | u | x
CC1CCCCC1NC(=O)c1cc(=O)[nH]c2ccccc12 (stereo not given) | u | x
CC(=O)N1CCN(S(=O)(=O)c2cccc(C(=O)OCN3C(=O)c4ccccc4C3=O)c2)CC1 | i | 22
COc1ccc(OC)c(-n2cnc3cc(C(=O)NCCCN4CCOCC4)ccc32)c1 | 0% | 10
COc1ccc(CNC(=O)CN(Cc2ccc(OC)cc2)C(=O)CCC(=O)Nc2ccccn2)cc1 | u | x
Cc1ccccc1CN(C)CC(=O)Nc1ccccc1Oc1ccccc1 | u | x
COc1ccc(CNC(=O)c2cccs2)cc1 | u | x
CN(C)S(=O)(=O)c1cccc(C(=O)Nc2ccccc2)c1 | u | x
S=C(NCCCc1ccccc1)Nc1ccc(Cl)cc1 | u | x
Cc1cc(C)c(NC(=O)C2CSCCS2)c(C)c1 (stereo not given) | -5% | 6
COc1cc(C(c2c(C)[nH][nH]c2=O)c2c(C)[nH][nH]c2=O)cc([N+](=O)[O-])c1O | 0% | -6
COC(=O)c1sc2cc(C(F)(F)F)cnc2c1-c1ccccn1 | 1% | 6
CCOc1cc(/C=N/NC(=O)OC)ccc1OCCSc1ccc(Cl)cc1 | u | x
COc1ccc(N=c2oc3cc(O)ccc3cc2C(=O)Nc2ccccn2)cc1OC | u | x
O=C(Nc1ccc(F)cc1)OCCOc1ccc(Br)cc1 | u | x

Sorted by value in Lipid storage S3 cell count max (falling): four from the list above
compound | Lipid storage S3 cell count max
CC(=O)N1CCN(S(=O)(=O)c2cccc(C(=O)OCN3C(=O)c4ccccc4C3=O)c2)CC1 | 22
COc1ccc(OC)c(-n2cnc3cc(C(=O)NCCCN4CCOCC4)ccc32)c1 | 10
Cc1cc(C)c(NC(=O)C2CSCCS2)c(C)c1 (stereo not given) | 6
COc1cc(C(c2c(C)[nH][nH]c2=O)c2c(C)[nH][nH]c2=O)cc([N+](=O)[O-])c1O | -6

Additional entries
SMILES | Lipid storage S3 | Lipid storage S3 cell count max
CC(=O)NC(C)c1ccc(Cl)c(Cl)c1 (stereo not given) | u | x
O=C(CN1C(=O)C2C3CC(C(Br)C3Br)C2C1=O)N1CCOCC1 (stereo not given) | -10% | -22
O=C(NCc1ccccc1)N1CCN(c2ccccc2F)CC1 | u | x
COC(=O)c1cccc2c1-c1ccccc1/C2=N/O | u | x
COc1cc(NC(=O)COC(=O)Cc2ccsc2)cc(OC)c1 | 12% | 0
Cn1ccnc1SCC(=O)Nc1ccc2c(c1)OC(F)(F)O2 | 18% | 22
COc1ccc(-c2cc(C(=O)N3CCCCCC3)c3ccccc3n2)cc1 | u | x
O=C(O)C1=C[C@@H](c2ccc(F)cc2)C[C@@H](OCCCCO)O1 | 0% | 0
COC(=O)C1=C(N)Oc2cc(C)n(Cc3cccnc3)c(=O)c2C1c1cccc(OC)c1OC (stereo not given) | i | 24
CCCC(=O)Nc1ccc(NCc2ccc(C)s2)cc1 | i | 11
CCCCn1nnnc1NCc1ccc(C)cc1 | u | x
COc1ccccc1/C=C/C=N/n1c(-c2ccccc2)n[nH]c1=S | 7% | -1
CC1=NN(c2ccccc2)C(=O)/C1=C\C=C\c1ccccc1 | u | x
CCn1c(SCC(=O)N2CCCCC2)nnc1-c1ccc(S(=O)(=O)N2CCN(C)CC2)cc1 | u | x
CN(C(=O)CN1C(=O)S/C(=C\c2ccc(Cl)cc2)C1=O)C1CCS(=O)(=O)C1 (stereo not given) | 25% | -10
CN(CC(=O)NC1CCCCCC1)S(=O)(=O)c1cnc[nH]1 | u | x
CCOc1cc(/C=N\NC(=O)OC)ccc1OC(=O)c1ccco1 | 6% | 11
COc1ccccc1C(=O)Nc1ccccc1N1CCN(S(C)(=O)=O)CC1 | i | x
CCOc1ccccc1N=CC1=C(O)CC(c2ccccc2)CC1=O (stereo not given) | -25% | -2
CC(=O)c1ccccc1NC(=O)CSc1nnc(Cc2csc(C)n2)o1 | u | x
CC(C)CNc1nc(N)c([N+](=O)[O-])c(N2CCCCCC2)n1 | -14% | -18
Cc1nc(NC(=S)NC(=O)c2cncc(Br)c2)ccc1Br | 8% | x
O=C(NCc1cccs1)C1CCC(CNS(=O)(=O)c2ccc(Br)s2)CC1 (stereo not given) | -1% | -7
N=C1C(c2nc3ccccc3c(=O)[nH]2)=C(O)CN1CCO | u | x
COCCN1CCn2c(nc3cc(NC(=O)Cn4nc(C)c5ccccc5c4=O)ccc32)C1 | 5% | 7
COc1ccc(OC)c(C(c2nnnn2Cc2ccco2)N2CCN(C)CC2)c1 (stereo not given) | u | x
CC(C)(Oc1ccc(Cl)cc1)C(=O)NC1CCCCC1 | i[0.0737 µM] | x
CC(C)CCNC(=O)c1cc(-c2ccco2)nc2ccccc12 | u | x
Cc1cccc(N2C(=O)C(O)=C(C(=O)c3cccs3)C2c2ccccc2)n1 (stereo not given) | 2% | 5
O=C(Nc1ccc(OC(F)F)c(Cl)c1)c1cccc(OC(F)F)c1 | u | x
CC(OC(=O)c1ccc2ncsc2c1)C(=O)NC1CCCCC1C (stereo not given) | u | x
COc1ccccc1CNS(=O)(=O)c1cc(C)ccc1OC | 9% | 6
Cc1ncc(CO)c(/C=N/Nc2cccc(Cl)n2)c1O | u | x
CC(C)NC(=O)COC(=O)c1ccc(Cl)c(S(=O)(=O)N2CCCC2)c1 | u | x
CC1=C(Cl)C2=NS(=O)(=O)CCN2C=C1Cl | -9% | -7
Cc1c(NC(=O)C(=O)N/N=C/c2cccs2)c(=O)n(-c2ccccc2)n1C | u | x
Cc1ccc(N2CCN(c3ccc(NC(=O)CCC(=O)O)cc3)CC2)cc1 | u | x
O=C(/C=C/c1ccc(F)cc1)NC(=S)N1CCCCC1c1cccnc1 (stereo not given) | u | x
O=C(NC(Cc1ccccc1)C(=O)O)/C(=C/c1ccccc1)NC(=O)c1ccc(Br)o1 (stereo not given) | u | x
Cc1cccc(-n2nc(C(=O)c3ccco3)cc(-c3nc4ccccc4[nH]3)c2=N)c1 | u | x
CCc1cc2c(N3CCN(c4nnc(CC)s4)CC3)ncnc2s1 | u | x
COc1ccc(NC(=O)CSc2n[nH]c(-c3ccccn3)n2)cc1 | u | x
CCOc1ncccc1C(=O)OCC(=O)N1CC(=O)Nc2ccccc21 | i | x
COc1ccccc1NC(=S)N1CCN(c2nc(-c3ccccc3)cs2)CC1 | 8% | 2
N#Cc1c(Nc2ccccc2)c(C=O)c[nH]c1=O | 27% | 1
CN(C)CCC(=O)c1cccc(Br)c1 | u | x
O=C(/C=C/c1cccc(Cl)c1)NCCc1ccccc1 | 8% | 4
CC1CCN(C(=O)CCC(=O)Nc2nnc(C3CCCCC3)s2)CC1 | i | 9
O=C(COC(=O)c1c(Cl)ccc(Cl)c1Cl)NC1CCS(=O)(=O)C1 (stereo not given) | u | x
O=C(/C=C/c1ccc(Cl)c(Cl)c1)NCc1ccco1 | 26% | 26
COC(=O)C1=NN(c2ccc(C)cc2)C2C(=O)N(c3ccccc3OC)C(=O)C12 (stereo not given) | -3% | 2
Cc1cccc(C(=O)NC2CCN(C(=O)NCc3ccccc3)CC2)c1 | u | x
O=C(Nc1ccccc1)N1CCN(c2ccccn2)CC1 | -26% | -13
C=C(C)COc1ccc(-c2nc(N)ncc2-c2ccc(OC)cc2)c(O)c1 | u | x
O=[N+]([O-])c1ccccc1/C=C/CN1CCSCC1 | 29% | x
CN(c1ccc(C(=O)Nc2ccccc2Sc2ccccc2)cc1)S(C)(=O)=O | i | 1
C=CCOc1ccn(C)c(=O)n1 | -13% | 14
CCC1Sc2ccc(S(=O)(=O)Nc3ccc(OC)cc3)cc2NC1=O (stereo not given) | 15% | -27
O=C(NN1CC(C(=O)OCc2ccccc2F)CC1=O)c1ccccc1 (stereo not given) | u | x
O=C(CN1C(=O)/C(=C/c2ccccc2F)Sc2ccccc21)NCC1CCCO1 (stereo not given) | u | x

(list continues)
SMILES | Lipid storage S3 | Lipid storage S3 cell count max
COc1ccccc1/C=C1/C(=O)ON=C1C | -9% | -6
Cc1ccccc1OCCOC(=O)c1nc2nccc(C)n2n1 | -4% | 13
Cc1nn(-c2ccc(N3CCOCC3)nn2)c(C)c1CCC(=O)N1CCN(C)CC1 | -16% | 2
Nc1ccc(Nc2nc3ccccc3[nH]2)cc1 | u | x

Shown field by field: entries from further up.
CC(=O)NC(C)c1ccc(Cl)c(Cl)c1 (stereo not given)
  Lipid storage S3: u; Lipid storage S3 cell count max: x
O=C(CN1C(=O)C2C3CC(C(Br)C3Br)C2C1=O)N1CCOCC1 (stereo not given)
  Lipid storage S3: -10%; Lipid storage S3 cell count max: -22

A portion of the library (hit frequency here may not be typical).
